# From PubChem BioAssay
# Pf gamet viab: late stage P. falciparum gametocyte viability inhibitors, primary screen, ATP luminescence, HTS | P. falciparum stage V gametocytes, 24 h | inhibition, % at 10.9 µM | hit rate 0.065% among 150,000 | AID 743093, 2013;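 active = inhibition above the mean plus 3 SD of compounds within the control limits, set per campaign, cut at about 38% in these data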;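 also: 0% = DMSO wells and 100% = medium only without gametocytes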
# * hit, by the source's call. Some of the compounds tested; the hit share may differ from the screen's.
molecule,Pf gamet viab
CC(C)(C)OC(=O)N1CCN(C(=O)c2[nH]cnc2C(=O)Nc2nccs2)CC1,0
O=C(CN(Cc1ccco1)C(=O)CNS(=O)(=O)c1ccc(Cl)cc1)NCc1ccc(F)cc1,15
Cc1cc(C)cc(C(=O)NC(CC(N)=O)c2ccc(N3CCN(c4ccccn4)CC3)c([N+](=O)[O-])c2)c1 (stereo unspecified),-42
COc1ccc(SC[C@H](Cc2ccccc2)N2CC[C@@H](O)CCC2=O)cc1,16
O=C(OCCCc1cc2ccccc2c(=O)o1)c1ccccc1C(F)(F)F,1
Cc1cccc(-c2nc(NCCCN(C)C)c3ccccc3n2)c1,18
COc1ccc([C@H]2CC(=O)C=C(c3c(C)cc(C)cc3C)C2)cc1,-17
OCCC1CN(Cc2cccc(F)c2F)CCN1CCc1ccccc1 (stereo unspecified),9
COc1ccc(O)c(CN2CCN(CCCc3ccccc3)C(CCO)C2)c1 (stereo unspecified),-4
Cc1cc(-c2ccccc2)nc(N/N=C/c2ccc(O)cc2O)n1,-26
Cc1ccccc1CN1CCN(C(=O)c2ccc(F)cc2)CC1,-4
Cc1nc(-c2ccc(C(=O)Nc3cc(S(N)(=O)=O)ccc3C)cc2)cs1,9
CCCCN1CC(=O)N2[C@H]3c4cc(C)ccc4OC[C@@H]3[C@H](C(=O)OCC)[C@]2(C)C1=O,-28
Cn1nc(C(=O)NCc2ccccc2)cc1C(=O)NCc1ccccc1,4
C=CCn1c(SCCN2C(=O)c3ccccc3C2=O)nc2scc(-c3ccc(F)cc3)c2c1=O,1
COc1ccc(-c2sc(Nc3ccccc3)n[n+]2-c2ccc(F)cc2)c(OC)c1OC,-45
CCN(CC(=O)NCC1CCCO1)S(=O)(=O)c1ccc2ccccc2c1 (stereo unspecified),-25
NCCCCCc1cn([C@@H](CO)C(=O)NCCCCCCCCCCC(=O)N2CCNCC2)nn1,-17
COc1ccc(CCNC(=O)C2CCN(Cc3nc(-c4ccc(Cl)cc4)oc3C)CC2)cc1OC,2
COC(=O)c1ccc(N2C(=O)C3C4C=CC(CC4)C3C2=O)cc1 (stereo unspecified),-10
C=CCN1C=C2C(=O)C(C)(OC(=O)c3cnc4ccccc4n3)C(=O)C=C2C=C1/C=C/COC (stereo unspecified),6
COC(=O)N1C(=O)[C@](c2ccccc2)(C2CCCC2)N1C(=O)OC,19
Cc1cc(Nc2cccc(Cl)c2)c2ccccc2n1,-4
CC(C)(C)NC(=O)c1ccc(NC(=O)c2ccccc2-c2ccccc2C(=O)O)cc1,-12
COCCc1nnc(NC(=O)C23CC4CC(CC(C4)C2)C3)s1,4
O=C(CSCc1ccc(Br)cc1)NCCc1ccccc1,-15
COc1cc(OC)c(OC)cc1CN1CCSCC1,13
Cc1ccc(NC(=O)Nc2ccc3c(c2)nnn3C)cc1C,-56
COc1ccc(NC(=O)N(C)C[C@@H]2Oc3ccc(NC(=O)NC(C)C)cc3CC(=O)N([C@H](C)CO)C[C@@H]2C)cc1,11
O=C(Cc1cccs1)NCCc1ccc(F)cc1,-24
COc1cc2[nH]cc(C(=O)NCc3cccs3)c(=O)c2cc1OC,11
Cc1nc(SCCc2nc3ccccc3[nH]2)c2oc3ccccc3c2n1,17
Cc1cnc(NC(=O)c2cc(-c3ccccc3)nn2-c2ccccc2)s1,18
Cc1ccccc1C(=O)Oc1ccc2ccc(O)cc2c1,17
C[C@@H]1CN([C@@H](C)CO)C(=O)c2cc(NC(=O)Nc3ccc(F)cc3)ccc2O[C@@H]1CN(C)Cc1ccc(Oc2ccccc2)cc1,15
COc1ccc(CCNC(=O)CCCOc2ccc(Cl)cc2)cc1OC,-6

# Retrieved by compound from the list above, 7 records:
molecule,Pf gamet viab
NCCCCCc1cn([C@@H](CO)C(=O)NCCCCCCCCCCC(=O)N2CCNCC2)nn1,-17
O=C(CSCc1ccc(Br)cc1)NCCc1ccccc1,-15
CC(C)(C)NC(=O)c1ccc(NC(=O)c2ccccc2-c2ccccc2C(=O)O)cc1,-12
C=CCn1c(SCCN2C(=O)c3ccccc3C2=O)nc2scc(-c3ccc(F)cc3)c2c1=O,1
COc1ccc([C@H]2CC(=O)C=C(c3c(C)cc(C)cc3C)C2)cc1,-17
O=C(OCCCc1cc2ccccc2c(=O)o1)c1ccccc1C(F)(F)F,1
Cc1cccc(-c2nc(NCCCN(C)C)c3ccccc3n2)c1,18

# (list continues)
molecule,Pf gamet viab
COc1cc(NCc2ccccc2)c2ncn(C(C)C)c2c1,-30
CCCSc1nsc(NC(=O)Nc2ccc(F)cc2F)n1,13
O=C(O)c1cccnc1C(=O)c1ccccc1,0
O=C(Nc1ccc2c(c1)OCO2)C1CCN(C(=O)CSc2ncnc3ccccc23)CC1,11
C=CCn1c(COc2ccccc2OC)nc2ccccc21,4
C[C@H](NC(=O)c1nc[nH]c1C(=O)N1CCN(c2ccccc2)CC1)c1ccccc1,13
CC(=O)NC1CC2CCCC(C1)N2C(=O)Nc1cccc(Cl)c1 (stereo unspecified),-7
CC1(c2nnc(Cc3ccccc3)o2)CC(c2ccncc2)=NO1 (stereo unspecified),-1
CCOC(=O)C1CCN(Cc2ccc3ccccc3c2)CC1,4
CCCCOC(=O)C1=C(C)NC(=O)NC1c1cc2c(cc1Br)OCO2 (stereo unspecified),11
COc1cccc(NC(=S)Nc2ccc(F)cc2)c1,10
Cc1ccc(CNC(=O)CCn2cc(-c3ccc(C)cc3)nc2-c2ccncc2)cc1,11
O=c1[nH]c(Nc2ccccn2)cc2ccccc12,-2
O=C(CCCc1ccccc1)Nc1ccccc1[N+](=O)[O-],12
O=C(C(O)c1ccccc1)N1N=C(c2ccccc2)CC1(O)C(F)(F)F (stereo unspecified),7
CCCCn1c(-c2ccc(F)c(F)c2)nc2cc3[nH]c(=O)c(C(C)C)nc3cc21,2
COc1ccc(S(=O)(=O)Nc2ccc3c(c2)C(=O)N([C@H](C)CO)C[C@H](C)[C@@H](CN(C)S(=O)(=O)c2ccc(F)cc2)O3)cc1,-17
CCOc1cccc(C(=O)Nc2ccc3c(c2)OCCO3)c1,-7
CC(CCc1ccc(O)cc1)NCc1ccc(Cl)cc1Cl (stereo unspecified),-5
C/C(=C\c1cc2ccccc2o1)C1Nc2cccc3cccc(c23)N1,11
c1csc(CNc2ncnc3ccc(-c4ccc5c(c4)OCO5)cc23)c1,26
CCCn1c(=O)c(C(=O)NCc2ccc3c(c2)OCO3)c(O)c2ccccc21,-1
C[C@@H]1CN([C@@H](C)CO)C(=O)Cc2cc(NC(=O)C3CCCCC3)ccc2O[C@H]1CN(C)S(=O)(=O)c1ccccc1,18
Cc1ccc(N(CC(=O)N2CCc3ccccc3C2)S(C)(=O)=O)cc1,-18
CCN1C[C@@H]2[C@@H]3C(=O)N(C)C(=O)[C@@H]3[C@](C)(C1=O)N2C(=O)c1ccc(Cl)cc1,-17
CSc1nccc(Oc2ccccc2Cl)n1,-19
CCOC(=O)N1CCN(C(=O)CCc2ccc(S(=O)(=O)NCC(C)C)cc2)CC1,-3
Cc1ccc(C(=O)NC2CCN(CCCC(=O)c3ccc(F)cc3)CC2)cc1,-44
CN(Cc1ccccc1)C(=O)c1ccc(NC(=O)Cc2cccc(NC(=O)C3CCN(C(=O)C4CC4)CC3)c2)cc1,24
Cc1cc(C)n(CC(C)(O)c2ccccc2)n1 (stereo unspecified),4
CCN1C(=O)[C@H]2[C@@H](c3ccc(-c4cccc(Cl)c4)c(OC)c3)N3CCC[C@@]3(C(=O)OC)[C@H]2C1=O,-8
Oc1ccccc1CN1CCN(C(c2ccccc2)c2ccccc2)CC1,3
COc1ccc(CC(=O)N/N=C/c2cc(Br)cs2)cc1OC,-11
CCOC(=O)c1ccc(NC(=O)C2CC3CCC2C3)cc1 (stereo unspecified),-13
NC(=O)c1ccc(NC(=O)CN2CCN(c3ccccc3)CC2)cc1,7
Oc1ccc(Cl)cc1CNCc1cccc2ccccc12,0
CC1CN(C(=S)Nc2cccc(F)c2)CC(C)O1 (stereo unspecified),-28
CCC1CCCCN1Cc1c(O)ccc2c(=O)c(-c3ccccc3)coc12 (stereo unspecified),-10
CS(=O)(=O)N(CC(=O)N1CCN(Cc2ccccc2)CC1)c1ccccc1Br,-1
COP(=O)(OC)C(Nc1ccc(Cl)cc1)c1ccccc1 (stereo unspecified),13
C=C[C@H](CC(C)C)N(Cc1ccccc1)S(=O)(=O)N(Cc1ccccc1)[C@@H](C=C)CC(C)C,-3
Cc1ccnc(NS(=O)(=O)c2ccc(NC(=O)Cc3c(F)cccc3Cl)cc2)n1,-17
COC(=O)/C=C/c1cc(F)ccc1S(=O)(=O)NC(C)(C)C,18
CCN1C(=O)[C@H]2[C@@H](c3ccc(-c4ccc(Cl)c(Cl)c4)c(OC)c3)N3CCCC[C@@]3(C(=O)OC)[C@H]2C1=O,-31
C=CCc1c(Cl)nc(C)nc1NCc1ccccc1,3
CC(C)(C)OC(=O)N1CCC2(CC1)Oc1ccc(Cl)cc1C(=O)C21CC(c2ccc(Cl)cc2)=NO1 (stereo unspecified),-21
NNC(=O)c1nc[nH]c1C(=O)Nc1ccccc1,-4
COc1ccc2c(c1)OC[C@H]1[C@H]2N2C(=O)CN(Cc3ccccc3)C(=O)[C@@]2(C)[C@H]1c1ccccc1,-19
O=C(c1noc2c1CCCCC2)N1CCN(C(c2ccccc2)c2ccccc2)CC1,19
COc1cccc(C(=O)CSc2nccn2C)c1,19
O=C(O)c1ccc(/C=N/N2CCN(c3ccccc3)CC2)cc1,-18
Cc1ccc(C(=O)NCCCN2CCN(CCCNC(=O)c3ccc(C)cc3)CC2)cc1,3
Cc1cc(C)c(NC(=O)c2cccc(NC(=O)c3ccco3)c2)c(C)c1,3
N#CC1=C(SCC(N)=O)NC(=O)CC1c1cccc2ccccc12 (stereo unspecified),2
CC[C@@H]1[C@H]2CCCC(=O)N3CC[C@@H](C[C@@H]1OC(=O)Nc1ccccc1)[C@@H]23,11
O=C(Nc1nccs1)c1nc[nH]c1C(=O)N1CCN(c2ccccc2)CC1,-1
CSc1nc2sc3c(c2c(=O)[nH]1)CC(C)(C)OC3,-13
CC1CC1C(=O)Nc1nc2ccc(Cl)cc2s1 (stereo unspecified),8
CCOc1cc(/C=N/Nc2cc(C)nc3ccc(C)cc23)ccc1O,10
COc1ccc(OC)c(NC(=O)Nc2ccc3[nH]ccc3c2)c1,5

# (cont.)
molecule,Pf gamet viab
COc1ccc2c(c1)OC[C@H]1[C@H]2N2C(=O)c3cc(OC)c(OC)cc3NC(=O)[C@@]2(C)[C@H]1c1ccccc1,-18
CC(=O)c1sc(NC(=O)CN2C(=O)CCC2=O)nc1C,-15
C[n+]1ccc(C(=O)Nc2ccccc2Cl)cc1,-12
O=c1[nH]c(Nc2ccccc2Cl)cc2ccccc12,16
COc1ccc(-n2nc3cc(C)c(N)cc3n2)cc1Cl,5
Cc1noc(C)c1NC(=O)N(C)C[C@H]1Oc2ccc(NC(=O)Nc3ccc4c(c3)OCO4)cc2C(=O)N([C@H](C)CO)C[C@@H]1C,-28
O=C(CCC(=O)Nc1cccnc1)Nc1cccnc1,11
COc1ccc2c(ccn2S(=O)(=O)c2ccccc2)c1,-31
CCCCCCSc1ccc([C@@H]2[C@H]3C(=O)N(C)C(=O)[C@H]3[C@]3(C(=O)OC)CCCCN23)cc1OC,-1
COc1ccc(Cc2nnc(CCc3ccccc3)s2)cc1,-4
COc1ccccc1CC1CC(=O)N(c2cccc(Cl)c2C)C1=O (stereo unspecified),2
CC1(C)O[C@@H]2[C@H](O1)[C@@H](COS(=O)(=O)O)O[C@H]2n1cnc2c(=O)[nH]cnc21,3
CC(C)(C)c1ccc(OCCCCCCN2CCNCC2)cc1,0
COC(=O)CNC(=O)CSc1nc2sc(-c3ccccc3)cc2c(=O)n1-c1ccccc1,4
COc1ccc(CN2C(=O)C(C)Nc3ncnc(N4CCN(c5ccccc5)CC4)c32)cc1 (stereo unspecified),-8
CCn1c(COc2ccccc2OC)nc2ccccc21,-13
CC(=O)Nc1ccc(OCc2cccc3ccccc23)cc1,-11
COc1cc(C2NC(=O)c3ccccc3O2)ccc1OC(C)C (stereo unspecified),-7
O=C1[C@H](Cc2ccccc2)NCCCC[C@@H](c2ccco2)N1Cc1ccccc1,10
Cn1c2ccccc2c(=O)c2ccc(C#CC3(N)CCCCC3)cc21,11
CS(=O)(=O)N1CCC(C(=O)Nc2cccc(Cl)c2Cl)CC1,-20
O=S(=O)(Nc1nc(-c2ccccc2)cs1)c1cc(Cl)ccc1Cl,-7
O=C(CCl)NNc1nc(-c2ccccc2)c2cc(Cl)ccc2n1,-5
CC(=O)Oc1ccc(/C=N/NS(=O)(=O)c2ccc(C)cc2)c(OC(C)=O)c1,-5
COc1ccc(NC(=O)CC(=O)Nc2ccc(OC)cc2)cc1,7
CCc1c(C)nc(N2CCN(c3ccccc3)CC2)[nH]c1=O,-3
CC(NC(=O)Cc1ccccc1)c1ccccc1 (stereo unspecified),-1
O=[N+]([O-])c1ccc(Cl)c(C[n+]2cccc3ccccc32)c1,14
CSC1=C(C#N)C2(CCCCC2)C(C(=O)Nc2ccccc2)=C(C)N1,7
COc1ccc([C@H]2CC(=O)C=C(c3cccc(OCc4ccccc4)c3)C2)cc1,-14
O=C(Nc1cccc(NC(=O)c2ccco2)n1)c1ccco1,-4
COc1ccc(C2=Nn3c(nnc3-c3ccccc3F)SC2)cc1OCC1CC1,9
O=S(=O)(Cc1ccccc1)NCCc1ccc(F)cc1,-26
O=C(NCC1CC1)c1onc(CSc2nc3ccccc3[nH]2)c1C(=O)NCC1CC1,11
COc1ccccc1CNC(=O)c1ccncc1,-10
